Screening results deposited in PubChem by National Center for Advancing Translational Sciences (NCATS).
KB-V1 cytotox – KB-V1 MDR subline cytotoxicity | KB-V1 MDR cells viability, CellTiter-Glo, 72 h | Potency, µM (series often up to 46.1 µM), without a hit: top-dose activity change, negative = cytotoxicity, hits mostly cytotoxic | actives 3.4% (n = 400,000); further: potency means the concentration at half of the fitted maximal effect; on the % scale 0 is the no-effect control and ±100 the full control effect; nearly all actives have a fitted effect of over 60% in size
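Potencies derive from concentration-effect curves fitted to normalized luminescence (CellTiter-Glo) of KB-V1 cells treated for 72 h at 37 degrees C in phenol-red-free DMEM containing 10% FBS.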
MCF10A rerep – induces DNA re-replication in MCF 10a normal breast cells; MCF 10A DNA re-replication, Hoechst nuclear intensity, 48 h; Potency, µM (series often up to 46.1 µM), without a hit: top-dose activity, positive = re-replication, usual class: activators; actives 2.9% (n = 350,000); further: potency means the concentration at half of the fitted maximal effect; % of control where 0% means no effect; nearly all actives have a fitted effect of over 50% in size
IL-1B inflam inh – inhibitors of inflammasome signaling (IL-1 beta secretion); THP-1 LPS/ATP IL-1B secretion, AlphaLISA, 16 h; hits give low values; activity change, % at 57.5 µM; actives 4.7% (n = 360,000); in the data active means activity change below about -50%; inconclusive means mostly about -30% to -49%; further: on the % scale 0 is the no-effect control and ±100 the full control effect
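THP-1 cells pretreated 1 hr with compounds (up to 57.5 uM final), then stimulated with LPS (250 ng/mL final) plus ATP (1.25 mM final); secreted IL-1B measured by AlphaLISA after 16 hr, decreased signal indicating inhibition.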
DRD3 agonist – D3 dopamine receptor (human) agonism | D3R DiscoveRx beta-arrestin cells, luminescence, 90 min | max activation, % | AID 652048 | actives 0.58% (n = 410,000) | P35462; in the data active means max activation above about 30%; further: 0% is about no effect; mostly tested at two doses, the higher about 12 µM
Target sequence (P35462 whole entry, looked up): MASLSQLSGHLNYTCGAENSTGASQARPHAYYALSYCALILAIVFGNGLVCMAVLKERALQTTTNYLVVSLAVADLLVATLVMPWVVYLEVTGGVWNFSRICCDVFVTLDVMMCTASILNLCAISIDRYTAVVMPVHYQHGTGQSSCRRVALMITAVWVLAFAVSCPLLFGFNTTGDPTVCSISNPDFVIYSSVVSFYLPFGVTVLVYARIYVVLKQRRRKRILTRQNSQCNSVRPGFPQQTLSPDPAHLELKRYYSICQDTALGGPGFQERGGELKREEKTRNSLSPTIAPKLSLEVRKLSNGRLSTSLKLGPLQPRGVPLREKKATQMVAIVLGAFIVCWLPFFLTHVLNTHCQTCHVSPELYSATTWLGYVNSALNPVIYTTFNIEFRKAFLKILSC
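Agonist mode: compounds and dopamine controls were applied to plated cells for 90 min at 37 degrees C after an overnight attachment at 1500 cells/well. Luminescent read-out followed 30 - 60 minutes at room temperature with DiscoveRx detection reagent.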
GLP1R cytotox – cytotoxic in the GLP-1 receptor inverse agonist counter-screen | actives 0.13% (n = 410,000) | Potency, µM (titrated, usually from 38.3 µM), inactives show at the highest dose activity change, negative = inhibition, actives largely listed as inhibitors | HEK293 cAMP-luciferase reporter cells, luminescence, 24 h;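 further: loss of luciferase light is scored as toxicity; potency means the concentration at half of the fitted maximal effect; on the % scale 0 is the no-effect control and ±100 the full control effect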
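Compound-treated cells are incubated 24 hr at 37 deg C under 5% CO2 after a 12 hour attachment period, then luciferase detection reagent is added and luminescence is measured following 12 min at room temperature; lowered signal indicates toxicity.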
HT1080 IDH1KD tx – kills HT-1080 cells with IDH1 knockdown | HT-1080 IDH1 knockdown viability, ATP luminescence, 48 h | Potency, µM (highest dose often 46.1 µM), without a hit: top-dose activity, negative = toxicity, hits mostly cytotoxic | actives 2% (n = 360,000) | AID 686971;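 further: potency means the concentration at half of the fitted maximal effect; 0% = DMSO wells and -100% = cell-free medium wells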
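Using the IDH1-knockdown HT-1080 line run in the same batch and compound series as the NT line, viability after 48 h at 37 °C was determined by CellTiter-Glo luminescence and expressed as % activity.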
KB-3-1 cytotox – KB-3-1 parental cell cytotoxicity | Potency, µM (top dose mostly 46.1 µM), for the others: at the highest dose activity change, negative = cytotoxic, hits mostly cytotoxic | AID 1347075 | KB-3-1 viability, CellTiter-Glo ATP luminescence, 72 h | actives 1.4% (n = 400,000); further: potency means the concentration at half of the fitted maximal effect; on the % scale 0 is the no-effect control and ±100 the full control effect; nearly all actives have a fitted effect of over 60% in size
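Cytotoxicity measured as CellTiter-Glo luminescence after 72 h at 37 C. Compound titrations were pinned onto drug-naive KB-3-1 parental adenocarcinoma cells grown in DMEM with 10% FBS, and normalized data fitted to concentration-response curves.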
HT1080NT lethal – kills 2HG-producing HT-1080-NT fibrosarcoma cells; HT-1080-NT fibrosarcoma viability, CellTiter-Glo ATP luminescence, 48 h; Potency, µM (titrated, usually from 46.1 µM), for the others: top-dose activity, negative = less viability, most hits filed as cytotoxic; actives 1.6% (n = 360,000);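 further: NT is the 2HG producing partner of a matched IDH1 knockdown line; potency means the concentration at half of the fitted maximal effect; 0% = DMSO-treated cells and -100% = media-only wells without cells; nearly all actives have a fitted effect of over 55% in size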
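Viability by CellTiter-Glo luminescence after 48 h compound exposure at 37C of HT-1080-NT cells (750/well, RPMI, 5% FBS). % activity scaled between DMSO wells and medium-only wells, then curve-fitted and categorized by curve class.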
SW480 rereplic – induces DNA re-replication in SW480 colon adenocarcinoma cells; SW480 DNA re-replication, Hoechst DNA content imaging, 48 h; Potency, µM (doses to about 46.1 µM), for the others: at the top dose re-replication activation, most hits filed as activators; actives 1.8% (n = 340,000); AID 624297; further: potency means the concentration at half of the fitted maximal effect; % of control where 0% means no effect; nearly all actives have a fitted effect of over 55% in size
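Hoechst fluorescence of nuclei (405 nm excitation, 500-530 nm emission) measured by plate-scanning imager after 48 hr compound exposure at 37 C; re-replication scored as increased number of nuclei with elevated intensity.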
* = called active by the depositor; ? = inconclusive; nt = no result given; & = joins results of further samples; [ ] = remark or other dose. Unless noted, the call rests on the fitted dose curve; in most records, active means well fitted curve in the direction sought with a large enough effect; inconclusive means small, poorly fitted or top-dose-only effect, or another doubt; inactive means no such curve, though single readings can be large; an effect the other way counts as inactive or inconclusive.

SMILES	KB-V1 cytotox	MCF10A rerep	IL-1B inflam inh	DRD3 agonist	GLP1R cytotox	HT1080 IDH1KD tx	KB-3-1 cytotox	HT1080NT lethal	SW480 rereplic
CCN(CC)S(=O)(=O)c1ccc2oc(C(=O)NC3CC3)c(C)c2c1	?	-4%	24	-5	-13%	0%	9%	2%	-5%
CC(C)C(OC(=O)c1nsc(Cl)c1Cl)C(=O)NCc1ccccc1 (configuration not stated)	?	-7%	-2	1	-4%	20%	24%	21%	-14%
Cc1ccc(C)c(N2CCN(C(=O)c3cc4sccc4n3C)CC2)c1	?	?	-16	21	3%	?	?	?	-3%
O=C(Nc1ccc(C(=O)O)cc1)/C(=C\c1ccc2c(c1)OCO2)NC(=O)c1ccc(Br)cc1	?	4%	-7	5	0%	-3%	10%	-14%	19%
COc1ccc(C(=O)Nc2ccc(C(=O)OCC(=O)c3ccccc3)cc2)cc1	-2%	8%	6	0	45%[activator]	-15%	-14%	4%	-3%
Cc1cccc(-n2ncc3c2CCCC3NC(=O)c2cccs2)c1C (configuration not stated)	?	nt	1	0	-2%	-27%	?	-12%	nt
COC(=O)c1cccc2c(C(=O)O)cc(-c3ccccc3)nc12	-2%	0%	12	4	-9%	19%	4%	8%	0%
COc1cc(CNc2ccc(C)c(C)c2)cc(OC)c1OC	?	16µM*	25	-5	?	4µM*	-6%	5µM*	8.2µM*
CC(=O)c1c(C)[nH]c(C(=O)COC(=O)COc2ccccc2F)c1C	6%	0%	-5	-2	-6%	5%	0%	3%	-15%
CCCCNC(=S)NNC(=O)c1ccncc1	9%	-20%	9	8	-20%	14%	-3%	9%	-16%
C[C@H](CO)NC(=O)[C@H](C)[C@@H]1C[C@@]1(C)[C@@H](NC(=O)OCc1ccccc1)c1ccccc1	4%	-10%	-7	-2	17%	3%	5%	5%	-33%[inhibitor]
CCOCc1nnc(NC(=O)CCC2CCCCC2)s1	-20%	?	-9	2	11%	20%	8%	18%	-2%

Next section, overlapping the part above by 3 compounds.
SMILES	KB-V1 cytotox	MCF10A rerep	IL-1B inflam inh	DRD3 agonist	GLP1R cytotox	HT1080 IDH1KD tx	KB-3-1 cytotox	HT1080NT lethal	SW480 rereplic
CCCCNC(=S)NNC(=O)c1ccncc1	9%	-20%	9	8	-20%	14%	-3%	9%	-16%
C[C@H](CO)NC(=O)[C@H](C)[C@@H]1C[C@@]1(C)[C@@H](NC(=O)OCc1ccccc1)c1ccccc1	4%	-10%	-7	-2	17%	3%	5%	5%	-33%[inhibitor]
CCOCc1nnc(NC(=O)CCC2CCCCC2)s1	-20%	?	-9	2	11%	20%	8%	18%	-2%
Cc1ccc(C)c(C(O)c2ncc(-c3ccc(C(F)(F)F)cc3)[nH]2)c1 (configuration not stated)	3%	nt	-16	-6	-3%	?	0%	?	nt
CN(CC(O)Cn1cnc2c1c(=O)n(C)c(=O)n2C)c1ccccc1 (configuration not stated)	?	0%	0	-2	-7%	-1%	-11%	5%	22%
CSc1nc2c(=S)[nH]c(=S)[nH]c2s1	6%	nt	18	-4	3%	0%	0%	21%	nt
Cc1cccc(OCc2nc(C)cc(=O)[nH]2)c1	?	-1%	3	4	-1%	12%	0%	0%	-5%
CCc1ccc2oc(-c3ccc(OC)cc3)cc(=Nc3c(C)n(C)n(-c4ccccc4)c3=O)c2c1	9.2µM*	?	-65*	-8	-11%	-1%	?	0%	-55%[inhibitor]
Fc1ccc(Cn2ccc(-c3cnc(-c4ccccc4)s3)n2)cc1	-20%	?	-11	4	-8%	-17%	3%	-14%	5%
CC(=O)Nc1ccc(NC(=O)CCCSc2nc3ccccc3[nH]2)cc1	-19%	5%	11	-9	-2%	-21%	-7%	-4%	-10%
COc1ccc(Cn2c(CCC(=O)Nc3ccccc3OC)nc3cccnc32)cc1	?	2%	7	-5&-10	-7%&4%	5%	0%&0%	6%	9%
CCCC(=O)N1CCCC1(C)C(=O)Nc1cccc(OC(C)C)c1 (configuration not stated)	-26%	nt	20	-5	16%	25%	16%	1%	nt
CSc1ccc(OC2(C)CCN(Cc3cc4ccccc4o3)C2)cc1 (configuration not stated)	-12%	nt	18	-5	-4%	3%	0%	1%	nt
CCCOc1ccc(Oc2nc(-c3ccncc3)nc3ccccc23)cc1	16%	1%	26	25	5%	12%	10%	4%	-6%
O=C(COC(=O)CNC(=O)c1ccco1)Nc1ccc(F)cc1	-5%	-4%	15	-4	10%	11%	5%	10%	0%
CCN(CC)S(=O)(=O)c1ccc(NC(=O)CCNC(=O)c2ccccc2)cc1	-2%	3%	5	-10	-11%	-3%	-1%	-3%	-8%
C=CCNC(=O)c1ccc(NC(=O)CC2SC(N3CCCC3)=NC2=O)cc1 (configuration not stated)	4%	1%	16	2	0%	10%	4%	7%	-5%
CC(NC(=S)NC1CCC(C(C)(C)C)CC1)c1ccccc1 (configuration not stated)	?	21%	5	4	-11%	?	?	?	?
Cc1cc(NC(=O)c2cccc(S(=O)(=O)N3CCOCC3)c2)c2ccccc2n1	0%	?	11	3	3%	-4%	0%	-11%	0%[9.22 µM]
Cc1cccc(NS(=O)(=O)c2ccc3c(c2)OCCO3)c1	?	10%	18	0	-3%	-5%	-14%	5%	0%
CC[N+](CC)(CC#Cc1ccccc1)CC#Cc1ccccc1	33%	5%	-81*	1	-25%	-28%	8.2µM*	?	15%
COc1ccc(OC)c(NS(=O)(=O)c2ccc(NC(=O)C3COc4ccccc4O3)cc2)c1 (configuration not stated)	?	?	-68*	-6	6%	?	0%	?	6%
COc1ccccc1C(=O)NC1(C(F)(F)F)C(=O)Nc2c1c(=O)[nH]c(=O)n2CCc1ccccc1 (configuration not stated)	?	nt	nt	-6	7%	nt	7%	nt	nt
CC(=O)NC1(c2ccc(F)cc2)CCN(C(=O)c2c(F)cccc2F)CC1	-1%	-1%	9	9	1%[0.307 µM]	11%	7%	27%	-3%
CSc1nnc(C(C)(C)C)c(=O)n1/N=C/c1ccccc1	16%	-6%	3	12	?	7%	4%	13%	-123%[inhibitor]
Cc1cccn2cc(CNC(=O)C3CCCCC3)nc12	-22%	2%	6	-7	2%	16%	3%	5%	0%
CC1CCCCN1Cc1c(O)ccc2c(=O)c(-c3ccc(Cl)cc3)coc12 (configuration not stated)	18%&27%	8%	?	6&0	-6%&-14%	-5%	11%&10%	1%	-5%
Cc1ccccc1CSc1ncc(CO)n1Cc1ccc(F)cc1	-11%	nt	nt	-12	-1%	nt	-3%	nt	nt
CCc1ccc(OCC(=O)NC(NC(=S)Nc2ccccc2OC)C(Cl)(Cl)Cl)cc1 (configuration not stated)	?	?	-15	-18	-30%	-14%	?	-10%	-3%
Cc1cc(C)n2nc(SC(C)C(=O)Nc3ccccc3F)nc2n1 (configuration not stated)	-5%	4%	11	-3	7%	13%	10%	7%	0%
CCc1ccc(-c2nc(CS(=O)CC(=O)NCCCN3CCOCC3)c(C)o2)cc1 (configuration not stated)	7%	0%	38	2	-3%	3%	?	-18%	-4%
COc1cc2[nH]c(=S)n(Cc3ccc(C)o3)c(=O)c2cc1OC	5%	16%	7	12	5%	7%	-9%	11%	-8%
CCC(C)(C)NC(=O)c1cc(C(=O)OC)cc([N+](=O)[O-])c1	17%	-1%	15	2	-9%	-7%	5%	-7%	2%
COC(=O)c1cn(Cc2ccccn2)c(=O)c2ccccc12	3%	-24%	10	3	3%	3%	4%	11%	-10%
Cc1ccc(C(=O)N/N=C/C=C/c2ccccc2)cc1	-7%	?	-21	-14	-2%	-3%	-14%	-11%	-10%
O=C(Nc1ccccc1)c1ccc(S(=O)(=O)NCc2ccco2)cc1	-13%	1%	-26	-1	-7%	-9%	-19%	2%	3%
CN(c1ccccc1C(=O)Nc1cccnc1)S(C)(=O)=O	?	-12%	-10	-9	9%	-1%	-3%	6%	-4%
CC(C)(C)N(C=C(Cl)Cl)C(=O)NC1CCCCC1	4%	1%	0	-2	-6%	11%	-1%	?	-4%
CN1CCN(C2=CC3=CC(=C(C#N)C#N)CCC3CC2)CC1 (configuration not stated)	-21%	6%	-21	-4	56%[activator]	5%	26%	-8%	-3%
Cc1cc(N2C(=O)C3C4CCC(C4)C3C2=O)no1 (configuration not stated)	?	1%	2	-10	3%	0%	21%	-6%	-1%
CC1=C(C(=O)c2ccccc2)C(c2cccc([N+](=O)[O-])c2)NC(=S)N1 (configuration not stated)	19%	5%	-4	1	-26%	-6%	2%	-8%	-26%
COc1ccc(CCNC(=O)C2CCCN2S(=O)(=O)c2ccc(F)cc2)cc1OC (configuration not stated)	?	1%	38	-24	9%	0%	6%	-1%	-12%
COc1ccc(NC(=O)Nc2cnccn2)cc1	-10%	-5%	-18	2	17%	20%	-4%	2%	0%
CCc1cccc(NC(=O)C(NC(=O)C2CCCCC2)C(C)C)c1 (configuration not stated)	-9%	2%	-6	6	2%	0%	-3%	6%	-23%
C(=C\c1nnc2c3ccccc3ncn12)/c1ccccc1	5.2µM*	6.5µM*	45	-11	-15%	5.8µM*	12µM*	?	?
COCCn1nnnc1C(C(C)C)N1CCC(Cc2ccccc2)CC1 (configuration not stated)	-16%	3%	-21	-16	9%	-17%	9%	-15%	16%
Cc1cc(C)cc(Oc2ccc(-c3nnc(-c4ccccc4)o3)cc2[N+](=O)[O-])c1	23%	26%	2	1	-8%	29%	13%	27%	-13%
COc1ccc(/C=C/C(=O)Nc2ccc(Cl)cc2Cl)cc1	2%	nt	nt	-3	-1%	nt	?	nt	nt
Cn1c(=O)n(C)c2cc(CNC(=O)[C@H]3O[C@@H](n4ccc(=O)[nH]c4=O)[C@H](O)[C@@H]3O)ccc21	-3%	nt	-21	-3	1%	3%	0%	21%	nt
